Screens as filed in PubChem.
N370S GC mod – qHTS Assay for Inhibitors and Activators of N370S glucocerebrosidase as a Potential Chaperone Treatment of Gaucher Disease; Lysosomal acid glucosylceramidase (Homo sapiens), P04062; N370S GC spleen homogenate, 4MU-glucoside fluorescence; Potency, µM (top dose mostly 59.4 µM), for inactives: top-dose activity change, negative = inhibition, usual class: inhibitors; actives 0.092% (n = 330,000);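 further: 0% = full enzyme activity and -100% = no enzyme basal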
FEN1 inh – qHTS Assay for the Inhibitors of Human Flap endonuclease 1 (FEN1); P39748; Recombinant FEN1 flap cleavage, fluorescence, 15 min; Potency, µM (titrated, usually from 114 µM), for inactives: at the top dose activity change, negative = inhibition, actives largely listed as inhibitors; actives 0.35% (n = 390,000); further: nearly all actives have a fitted effect of over 65% in size
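Recombinant FEN1 (10 nM) was preincubated with pin-transferred compounds for 15 min at room temperature, then flap DNA substrate (50 nM final) was added. Plates were read at 0 and 15 min, and normalized concentration–response data were fitted to a four-parameter Hill equation.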
GCN5L2 inh – qHTS Assay for Inhibitors of GCN5L2; Histone acetyltransferase KAT2A (Homo sapiens), Q92830; GCN5L2 HAT assay, ThioGlo1 CoA-SH fluorescence; Potency, µM (highest dose often 58.9 µM), for the others: top-dose activity change, negative = inhibition, hits mostly inhibitors; actives 0.21% (n = 390,000); AID 504327, 2011
Target sequence (Q92830 whole entry, looked up): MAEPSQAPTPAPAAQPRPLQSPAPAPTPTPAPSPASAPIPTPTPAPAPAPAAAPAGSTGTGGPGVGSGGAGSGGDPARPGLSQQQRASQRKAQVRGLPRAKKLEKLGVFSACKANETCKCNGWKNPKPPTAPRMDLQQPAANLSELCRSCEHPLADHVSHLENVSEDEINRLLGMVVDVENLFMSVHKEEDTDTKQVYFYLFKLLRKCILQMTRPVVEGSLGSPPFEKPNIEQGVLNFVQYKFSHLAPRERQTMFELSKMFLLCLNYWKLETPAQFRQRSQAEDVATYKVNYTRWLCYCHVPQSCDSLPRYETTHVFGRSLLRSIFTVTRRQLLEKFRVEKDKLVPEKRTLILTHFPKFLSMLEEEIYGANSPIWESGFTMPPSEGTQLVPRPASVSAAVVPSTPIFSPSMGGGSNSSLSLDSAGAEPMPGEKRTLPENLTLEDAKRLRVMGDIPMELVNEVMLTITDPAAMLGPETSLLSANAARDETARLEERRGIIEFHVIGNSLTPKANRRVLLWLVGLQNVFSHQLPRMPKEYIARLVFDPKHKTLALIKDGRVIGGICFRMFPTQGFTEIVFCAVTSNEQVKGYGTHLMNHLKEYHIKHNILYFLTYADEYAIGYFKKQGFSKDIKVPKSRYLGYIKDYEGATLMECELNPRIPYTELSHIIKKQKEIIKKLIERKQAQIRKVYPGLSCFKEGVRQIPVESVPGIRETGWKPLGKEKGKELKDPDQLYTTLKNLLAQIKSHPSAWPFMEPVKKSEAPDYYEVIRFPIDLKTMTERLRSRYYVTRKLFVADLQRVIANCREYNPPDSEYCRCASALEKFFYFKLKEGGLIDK
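qHTS, 1536-well. 20nM enzyme, pH 7.5 HEPES/EDTA/Tween-20 buffer; 15 min compound preinc., RT. Start: 75uM H3(1-25), 70uM AcCoA, 50uM ThioGlo1. Read Ex340/Em540 at t=0 (autofluorescence flag) and t=20 min.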
Numbers without * were called inactive; ? = inconclusive; . = not tested or not shown; & = joins results of further samples. The call rests on the fitted dose curve; in most records, active means well fitted curve in the direction sought with a large enough effect; inconclusive means small, poorly fitted or top-dose-only effect, or another doubt; inactive means no such curve, though single readings can be large; an effect the other way counts as inactive or inconclusive. Unless noted, on the % scale 0 is the no-effect control and ±100 the full control effect; potency means the concentration at half of the fitted maximal effect.

SMILES	N370S GC mod	FEN1 inh	GCN5L2 inh
CCN(CC)CCNC(=O)c1ccc2c(=O)n3nc(Nc4cccc(Cl)c4C)sc3nc2c1	.	-10%	-10%
COCCNC(=O)c1cc(-c2ccccn2)nc2ccc(S(=O)(=O)N3CCC(C)CC3)cc12	-28%	-11%	-6%
COc1cc(CNc2nnnn2C)ccc1OCc1c(F)cccc1Cl	-2%	-16%	-5%
O=C1NC2(CCCCCC2)C(=O)N1Cc1ccc(Cl)cc1Cl	0%	12%	1%
C(=N\Nc1ccc2nncn2n1)/c1ccco1	-8%	-1%	-22%
COc1ccc2c(c1)C(NC(C)=O)C(=O)N2CCc1ccccc1 (centres undefined)	-12%	3%	-13%
O=C(Nc1ccccc1)c1cc(-c2ccccc2Cl)no1	-17%	13%	-3%
COC(=O)C1(O)CC(C(C)C)=NN1C(=O)c1ccccc1 (centres undefined)	-4%	2%	-1%
CCN(CC(=O)Nc1c(F)cccc1F)C(=O)Cc1ccc2c(c1)CCC2	5%	0%	-4%
COc1ccc(C(=O)Nc2ccc(S(=O)(=O)Nc3cc(C)nc(C)n3)cc2)cc1OC	-6%	20%	-6%
CCOC(=O)C1(Cc2ccccc2)CCN(Cc2cccn2-c2cccnc2)CC1	-3%	-23%	1%
O=[N+]([O-])c1ccc(Oc2cccc3cccnc23)c([N+](=O)[O-])c1	-5%	-6%	-12%
Cc1cc(OCC(=O)c2ccc(Br)cc2)ccc1N1C(=O)CCC1=O	7%	4%	-1%
O=C(CCn1cccn1)N1CCCC(N2CCN(c3cccc(Cl)c3)CC2)C1 (centres undefined)	0%	3%	-1%
O=C(O)CCCCNCc1ccccc1	14%	9%	-6%
O=C(COc1cccnc1[N+](=O)[O-])N1CCN(S(=O)(=O)c2ccc3ccccc3c2)CC1	-3%	-2%	-4%
S=C(NC1CC1)SCc1ccco1	.	0%	-5%
O=C(CN1CCN(c2ccc(O)cc2)CC1)N(C1CC1)C1CCS(=O)(=O)C1 (centres undefined)	.	-8%	-7%
Cc1ccc(Nc2nc(Nc3ccc(C)c(C)c3)nc(N3CCOCC3)n2)cc1C	.	1%	-22%
Cc1cc(C=C2C(=O)c3ccccc3C2=O)c(C)n1-c1ccc(C(=O)O)cc1	-12%	?	0%
CSc1nnc(-c2cc(-c3ccc(C)cc3)nc3ccccc23)o1	6%	-6%	-7%
Cc1nn(Cc2c(F)c(F)c(F)c(F)c2F)c(C)c1NC(=O)c1ccc(COc2ccccc2Cl)cc1	6%	1%	0%
Cl/C(=C\n1cncn1)c1ccc(Cl)cc1Cl	-9%	.	-5%
CC(CNC(=O)COC(=O)c1cccnc1Cl)c1ccccc1 (centres undefined)	-3%	4%	-6%

Three entries out of the list, sorted by count of non-hydrogen atoms, low to high.
SMILES	N370S GC mod	FEN1 inh	GCN5L2 inh
O=C(O)CCCCNCc1ccccc1	14%	9%	-6%
Cl/C(=C\n1cncn1)c1ccc(Cl)cc1Cl	-9%	.	-5%
Cc1cc(OCC(=O)c2ccc(Br)cc2)ccc1N1C(=O)CCC1=O	7%	4%	-1%

The list continues.
SMILES	N370S GC mod	FEN1 inh	GCN5L2 inh
CCN(CC)CCNc1nc(-c2cccs2)c(CC(=O)O)s1	-8%	-6%	-2%
COc1cc(/C=N/N2C(=O)c3ccccc3NC2(C)c2cccc([N+](=O)[O-])c2)cc(Br)c1O (centres undefined)	-13%	-17%	-11%
Cc1ccc(S(=O)(=O)NCC(=O)OCC(=O)Nc2ncc(Cl)cc2Cl)cc1	-4%	-3%	?
Cc1ccc(OCC(=O)NNC(=O)C2CCN(c3nccc(C)n3)CC2)cc1	-26%	-2%	-1%
c1ccc(C2(CNc3ccccn3)CCCC2)cc1	-3%	-22%	-1%
CC(=O)NCCn1c(SCC(=O)NCC2CCCO2)nc2ccccc2c1=O (centres undefined)	6%	17%	2%
CC(=O)c1ccccc1NS(=O)(=O)c1ccccc1Cl	-11%	-1%	-9%
Oc1c(/C=N/Nc2cccc3cccnc23)ccc2ccccc12	-2%	-2%	-6%
COc1ccc(C(C)(C)C)cc1NC(=O)COC(=O)c1nc2nccc(C)n2n1	.	13%	0%
O=c1cc(O)c2ccccc2n1Cc1ccccc1Cl	-15%	0%	-8%
CC(=O)c1cccc(NC(=O)C(C)n2c(=O)cc(-c3ccccc3)c3c(C)nn(C)c32)c1 (centres undefined)	.	-6%	-18%
Cc1ccc(Cn2cc(S(=O)(=O)c3ccccc3)c(=O)c3cc(F)c(N4CCOCC4)cc32)cc1	.	-6%	-3%

By substructure, the entries above containing a furan ring, fused or not.
SMILES	N370S GC mod	FEN1 inh	GCN5L2 inh
C(=N\Nc1ccc2nncn2n1)/c1ccco1	-8%	-1%	-22%
S=C(NC1CC1)SCc1ccco1	.	0%	-5%

(continued)
SMILES	N370S GC mod	FEN1 inh	GCN5L2 inh
COCCCNC(=S)Nc1ccc(S(=O)(=O)Nc2cc(OC)nc(OC)n2)cc1	-7%	9%	-1%
O=C(CCC(=O)OCC(=O)c1ccccc1)Nc1cccc2cccnc12	2%	3%	-3%
O=c1cc2nc(-c3cccs3)nc(SCCOc3ccc(Cl)cc3)n2[nH]1	.	-5%	-19%
CC1=C(C(=O)OCC(C)C)C(c2cccc(F)c2)N2C(=O)C(C)SC2=N1 (centres undefined)	3%	-6%	-8%
O=C(NCc1cccc(Cl)c1)c1ccc2nc(N3CCOCC3)sc2c1	-10%	-2%	-1%
Cc1c(NC(=O)CCC2CCCCC2)c(=O)n(-c2ccccc2)n1C	5%	1%	45%
O=C(/C=C/c1ccccc1)OC1CC(O)C2(O)C=CO[C@@H](OC3OC(CO)C(O)C(O)C3O)C12 (some centres undefined)	9%	.	5%
CCOC(=O)c1noc2ncnc(Nc3cc(Cl)c(OC)cc3OC)c12	.	1%	0%
O=C(c1ccccc1)N1CCN(C(=O)c2ccc3c(c2)OCO3)CC1	-16%	1%	-2%
O=C(Nc1ccc(OC(F)F)c(Cl)c1)Nc1ccc2c(c1)OCO2	?	10%	-2%
Cc1cc(N2CCN(C(=O)/C=C/C(=O)O)CC2)c2ccccc2n1	-2%	20%	-11%
COc1ccc(S(=O)(=O)N2CCN(c3ccccc3OC)CC2)cc1C(=O)N1CCCCC1	-11%	-15%	-6%

Pulled by compound from the list above, 5 records:
SMILES	N370S GC mod	FEN1 inh	GCN5L2 inh
O=C(CCC(=O)OCC(=O)c1ccccc1)Nc1cccc2cccnc12	2%	3%	-3%
c1ccc(C2(CNc3ccccn3)CCCC2)cc1	-3%	-22%	-1%
O=C(/C=C/c1ccccc1)OC1CC(O)C2(O)C=CO[C@@H](OC3OC(CO)C(O)C(O)C3O)C12 (some centres undefined)	9%	.	5%
Cc1cc(OCC(=O)c2ccc(Br)cc2)ccc1N1C(=O)CCC1=O	7%	4%	-1%
O=C1NC2(CCCCCC2)C(=O)N1Cc1ccc(Cl)cc1Cl	0%	12%	1%

The list goes on.
SMILES	N370S GC mod	FEN1 inh	GCN5L2 inh
Cc1ccc(CN(C(=O)COc2ccc(Br)cc2)c2ccccn2)o1	.	8%	-4%
O=C(NCCCn1ccnc1)C1CCN(S(=O)(=O)c2cc([N+](=O)[O-])ccc2Cl)CC1	.	-4%	-3%
COc1ccc(CC(=O)NCC(c2ccc(Cl)cc2)N2CCOCC2)cc1 (centres undefined)	.	0%	-3%
O=[N+]([O-])c1ccc(N2CCN(c3cccc(Cl)c3)CC2)nc1	-1%	-20%	-8%
COCc1ccc(C(=O)N(C)C2CCCN(Cc3ccccc3F)C2)o1 (centres undefined)	-18%	6%	1%
CS(=O)(=O)N1CCN(c2ccc(C(=O)NC34CC5CC(CC(C5)C3)C4)cc2[N+](=O)[O-])CC1	-13%	-16%	-2%
O=C(C(=O)N1CCN(c2cccc(Cl)c2)CC1)N1CCCCC1	1%	4%	-2%
Cc1ccc(N=Nc2cc(C)ccc2O)c(C)c1	-1%	14%	-3%
O=C(/C=C/c1ccco1)NC(=S)NNC(=O)c1ccco1	?	2%	-10%
CCN(CC)S(=O)(=O)c1cccc(C(=O)OCC(=O)N2CC(=O)Nc3ccccc32)c1	2%	-12%	-2%
CCc1c(C(C)S(=O)(=O)c2ccc(C)cc2)[nH]c(=O)n1-c1ccc(OC(F)(F)F)cc1 (centres undefined)	.	-7%	-10%
N/C(=N\OC(=O)c1cccc([N+](=O)[O-])c1)c1cccnc1	-4%	-3%	9%
CCOc1cc(/C=N/NC(=O)NN(C)c2ncc(C(F)(F)F)cc2Cl)ccc1O	9%	0%	-3%
CCOC(=O)c1ccc(NC(=O)CN(c2ccc(C)cc2)S(=O)(=O)c2c(C)n[nH]c2C)cc1	-11%	-2%	-2%
O=C(Nc1nc(-c2ccc(S(=O)(=O)N3CCCCCC3)cc2)cs1)c1cccs1	-6%	-20%	?
CCOc1ccc(CCNC(=O)Cn2c(-c3cccs3)cc3cc(F)ccc32)cc1OCC	.	5%	3%
COCc1cc(CN2CCCC2)c(O)c2ncccc12	12%	?	-4%
Nc1ccc(C(=O)OCC(=O)N2c3ccccc3Sc3ccccc32)cc1[N+](=O)[O-]	-18%	-10%	-6%
CC(C)(C)C(=O)Nc1nnc2n1CCS2	.	15%	-8%
Cn1nc(-c2ccccc2)c(-c2ccccc2)c(C(=O)Nc2ccc(S(N)(=O)=O)cc2)c1=O	.	12%	-10%
CSc1ccccc1NC(=O)C1=CC(c2cccs2)=NS(=O)(=O)N1C	-19%	-11%	-20%
Cc1cc(C)c2nc(SCC(=O)N(C)C3CCS(=O)(=O)C3)cc(C)c2c1 (centres undefined)	12%	-5%	-11%
O=C1C2CCCCC2C(=O)N1c1ccc(NC2CCN(Cc3ccccc3)CC2)c([N+](=O)[O-])c1 (centres undefined)	-8%	3%	-4%
CCCN1CCN(C2CCCCC2NS(=O)(=O)c2ccc(Cl)cc2)CC1 (centres undefined)	-19%	-16%	1%
O=c1oc2ccccc2c(N2CCCCC2)c1[N+](=O)[O-]	-4%	6%	7%
CCS(=O)(=O)N1CCN(c2ccc(C(=O)NC34CC5CC(CC(C5)C3)C4)cc2[N+](=O)[O-])CC1	5%	3%	-4%
COc1ccccc1C1(CC(=O)N2CCCCC2)CCOC(C(C)C)C1 (centres undefined)	9%	-3%	-20%
CC1CN(C(=O)COC(=O)c2c(Cl)cccc2Cl)CC(C)O1 (centres undefined)	-11%	12%	-2%
COCCN(C(=O)Nc1ccc(OC)cc1)c1nc2ccccc2s1	-19%	5%	?
COc1ccc(C(=O)/C=C/c2cc(OC)c(O)c(OC)c2)c(F)c1	4%	-19%	-11%
COC(=O)c1ccc(NC(=O)CCc2c(C)nc3c(c(C)nn3-c3ccc(C)cc3)c2C)cc1	.	-11%	-2%
COc1ccc(NC(=O)CSc2nc(-c3ccc(OC)cc3)[nH]c2-c2ccc(F)cc2)cc1	.	12%	-20%
COc1ccc(OC)c(Cc2nnc(CCC(=O)N3CCCCCC3)o2)c1	-10%	-7%	1%
CC(=O)N1CCN(CC(=O)Nc2cccc(S(=O)(=O)N3CCCCC3)c2)CC1	.	4%	5%
O=c1c(/C=N/O)coc2ccc(Cl)cc12	13%	10%	0%
Cc1ccc(C(C)NC(=S)NC2CCCCC2)cc1C (centres undefined)	0%	.	0%
Cc1cc(C)c(NC(=O)CC(C)(C)C)c(Cl)c1	4%	-8%	-10%
O=C(CP(=O)(c1ccccc1)c1ccccc1)Nc1nc2ccc(Cl)cc2s1	?	-21%	2%
CNC(=O)/C(C#N)=C/c1c(N2CCCCCC2)nc2c(C)cccn2c1=O	?	-18%	-3%
CCC1CCC(N2CCN(c3ccccc3F)CC2)CC1 (centres undefined)	-4%	0%	-1%
O=C(N/N=C/c1cccnc1)c1ccccc1[N+](=O)[O-]	0%	24%	-3%
O=C(Nc1ccc2c(c1)OCO2)O[C@@H]1C[C@H]2CCC(=O)N3CC[C@@H](C1)[C@@H]23	-6%	5%&5%	-9%
CN(C)c1ccc(CC(=O)c2nc3ccccc3s2)cc1	28%	-18%	-8%
C[C@H](NC(=O)c1nc[nH]c1C(=O)NC1CCN(C(=O)OC(C)(C)C)CC1)C(=O)OC(C)(C)C	4%	1%	-8%
CCOC(=O)COc1c(/C=N\O)cc(Cl)cc1OC	-2%	2%	3%
O=C(NCCCN1CCOCC1)C(Sc1ccccc1)c1ccccc1 (centres undefined)	-6%	-2%	13%
Cc1ccc(N(CC(=O)N/N=C/c2ccc(OC3CSC3)cc2)S(=O)(=O)c2ccccc2)cc1	23%	-13%	0%
Oc1c(Cl)cc(Cl)cc1/C=N/c1nc(-c2ccc(Cl)cc2)cs1	-23%	7%	1%
O=C(Nc1nnc(CCN2CCCCC2)s1)c1ccccc1Cl	8%	-1%	1%
COc1ccc(N(CC(=O)Nc2cc(C)ccc2C)S(=O)(=O)c2c(C)[nH]c(=O)[nH]c2=O)cc1	?	-11%	-2%
O=C(NCC1CCN(C(=O)c2c(F)c(F)c(F)c(F)c2F)CC1)c1c(F)c(F)c(F)c(F)c1F	-11%	-1%	2%
